Ecoli WT growth = growth inhibitors of wild type E. coli, primary screen, strain BW25113 wild type, absorbance readout; E. coli BW25113 growth inhibition, OD600; inhibition, % at 10 µM; 20,000 compounds, 0.05% hits; AID 552, 2006; in the data active = inhibition above about 40%;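 note: bacteria exposed to compound for 20 hours at 37 °C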
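assay system = bacterial strain in a whole-cell growth screen | quantity = inoculum from a 1:1000 dilution of a 1.5 h subculture | buffer or medium = LB broth with 50 µg/mL kanamycin | compound dosing = one dose, 10 µM final | schedule = compound exposure of 20 h at 37 °C | technique = absorbance at 615 nm as a measure of bacterial growth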
Active calls of the source: *. Some of the compounds tested. The share of hits here may be higher or lower than overall.

Molecule,Ecoli WT growth
CCC(C)OC(=O)c1[nH]c2c(c1C)C(=O)CC(c1ccc(N(C)C)cc1)C2 (stereo not given),-1.9
CCOc1ccc(/C(O)=C2/C(=O)C(=O)N(CCCn3ccnc3)C2c2cccs2)cc1Cl (stereo not given),-15.6
Cc1cc(C)n2c(SCC(=O)Nc3cc(C)on3)nnc2n1,12.2
CC(C)NS(=O)(=O)c1ccc(OCC(=O)Nc2ccc3c(c2)OCO3)c(Cl)c1,-14.0
O=C(NC(Cc1ccccc1)C(=O)N1CCN(c2ccccn2)CC1)c1ccco1 (stereo not given),-7.0
O=C(NCCCNC(=O)NC1CCCCC1)NC1CCCCC1,-18.0
CC(=O)NC1CC2CCCC(C1)N2CC(=O)Nc1ccccc1 (stereo not given),6.9
COc1ccc(NC(=O)c2c(F)c(F)c(F)c(F)c2F)cc1Cl,5.1

Shown as labelled records: entries from further up.
CC(C)NS(=O)(=O)c1ccc(OCC(=O)Nc2ccc3c(c2)OCO3)c(Cl)c1
  Ecoli WT growth: -14.0
O=C(NC(Cc1ccccc1)C(=O)N1CCN(c2ccccn2)CC1)c1ccco1 (stereo not given)
  Ecoli WT growth: -7.0

More compounds:
Molecule,Ecoli WT growth
COc1cccc(OCC(=O)Nc2ccccc2C(N)=O)c1,7.0
O=C(CCn1c(=O)oc2ccccc21)N1CCN(c2ccccc2Cl)CC1,1.3
Cc1cc(NC(=O)CC23CC4CC(C2)CC(CC(=O)Nc2cc(C)on2)(C4)C3)no1,-21.3
N#Cc1c(NC(=O)c2ccc(Br)o2)n(-c2ccccc2)c2nc3ccccc3nc12,-3.6
COc1cc(-c2nc(-c3ccc(NC(=O)c4ccc5c(c4)OCO5)cc3)no2)cc(OC)c1OC,-26.3
COc1ccc(OCc2nc(N)nc(Nc3cccc(C)c3C)n2)cc1,-9.2
Cc1ccc(S(=O)(=O)Nc2nc3ccccc3nc2NCc2ccco2)cc1,-0.6
Cc1cccc(C(=O)Nc2ncc(CN3CCOCC3)s2)c1,-18.3

Next section:
Molecule,Ecoli WT growth
COc1ccc(C(=O)COc2ccc(NC(C)=O)cc2)cc1,-24.7
CC1=C(/C=C/C(C)=C/C=C/C(C)=C/C(=O)O)C(C)(C)CCC1,3.1
COc1ccc([C@@H]2Sc3ccccc3N(CCN(C)C)C(=O)[C@@H]2OC(C)=O)cc1,3.1
COC(=O)NCc1ccc(S(=O)(=O)N2CCOCC2)cc1,-12.5
COC(=O)COc1ccc(S(=O)(=O)NC2CCCCCC2)cc1,-13.6
Cc1ccc(-c2cc(C(=O)NC3=NCCS3)c3cc(Br)ccc3n2)o1,4.9
COc1ccc(C(=O)NCc2ccccc2OC)cc1,5.6
CC(C)c1nnc(NC(=O)c2ccc(N3C(=O)CCC3=O)cc2)s1,10.3

Continued.
Molecule,Ecoli WT growth
CCOC(=O)N1CCN(C(=O)CNC(=O)Cc2ccc(Cl)cc2)CC1,-16.1
Cc1csc(NC(=O)Nc2ccc(Cl)cc2)n1,8.3
CCN1C(=O)C(CC(=O)NC2CCCCC2)N(CC)C1=O (stereo not given),3.8
Cc1onc(-c2c(Cl)cccc2Cl)c1C(=O)N1CCc2ccccc21,-1.3
CCOC(=O)c1ccccc1NC(=O)CSc1nccn1C,9.5
Cc1cc(Nc2ccccc2F)n2ncnc2n1,-1.7
Cc1ccccc1NC(=O)c1nc[nH]c1C(=O)NCc1ccccc1,-12.0
CS(=O)(=O)N1CCc2cc(S(=O)(=O)N3CCN(Cc4ccc5c(c4)OCO5)CC3)ccc21,-20.9

The listing continues:
Molecule,Ecoli WT growth
CCCCOC(=O)CSc1nc2c(cc1C#N)C(=O)CC(C)(C)C2,2.1
CC(C)CNC(=O)c1cccc(NC(=O)C2CCCO2)c1 (stereo not given),-15.7
COC(=O)CN(c1ccccc1OC)S(=O)(=O)c1ccccc1,-22.0
COc1ccc(Nc2oc(COc3cccc(C)c3)nc2C#N)cc1,-8.2
COc1ccc(NC(=O)c2ccco2)cc1NC(=O)c1cccnc1,-13.8
CCOC(=O)C1CCN(c2c(N3CCCCCC3)c(=O)c2=O)CC1,-1.8
Cc1nc(-c2ccc(NC(=O)c3cccs3)cc2)cs1,-1.9
COc1cccc2cc(-c3cn4cccc(C)c4n3)c(=O)oc12,-18.6

Carrying on.
Molecule,Ecoli WT growth
O=C(O)CCc1ccc(-c2cccs2)n1CC1CCCO1 (stereo not given),0.1
Cc1ccc(N2CCN(S(=O)(=O)c3ccc(F)c(C)c3)CC2)c(C)c1,-9.6
CC(=O)Nc1cccc(Oc2cc(C#N)c(C#N)cc2N2CCCCCC2)c1,0.6
Cn1c(N2CCCCC2)nc2c1c(=O)n(Cc1cccc(Br)c1)c(=O)n2C,-13.2
CCOC(=O)N1CCN(C(=O)CSc2cc(C)nc3c(-c4ccccc4OC)c(C)nn23)CC1,10.1
COC(=O)c1ccc(C2CC(=O)Nc3cc(OC)c(OC)c(OC)c32)cc1 (stereo not given),-2.3
CCN(C(=O)c1c(-c2ccccc2)noc1C)c1ccccc1,-1.4
Cc1cc(Br)ccc1NC(=O)C1CCCO1 (stereo not given),7.6

(cont.)
Molecule,Ecoli WT growth
O=C(Nc1ccc(F)cc1)c1cccc2c1C(=O)N(Cc1ccccn1)C2,7.7
O=S(=O)(N1CCCCC1)N1CCCN(S(=O)(=O)N2CCCCC2)CC1,-14.6
NC(=O)CSc1oc(-c2cccs2)nc1S(=O)(=O)c1ccccc1,-19.6
S=c1nc(C2CC2)[nH]c2ccccc12,-1.9
CC(C)NC(=O)NC(=O)COc1cccc2c1OC(C)(C)C2,1.0
O=C1CNC(=O)N1Cc1ccc(Br)cc1,3.7
Cc1ccnc(NS(=O)(=O)c2ccc(NC(=O)Cc3cccs3)cc2)n1,8.5
CN(C(=O)c1ccccn1)c1nnc(-c2ccncc2)s1,-3.5

Other compounds follow:
Molecule,Ecoli WT growth
CCn1c(SCC(=O)NCc2ccco2)nnc1-c1cccs1,-28.6
CCN(CC)CCOC(=O)C12CC3CC(CC(C3)C1)C2,-17.0
Cc1ccc(S(=O)(=O)N2C(=O)CCC2C(=O)NCc2ccco2)cc1 (stereo not given),-15.9
Cc1ccc(S(=O)(=O)NCC(=O)OCN2C(=O)c3ccccc3C2=O)cc1,5.2
COc1cc(OC)cc(-c2nc(-c3cc4cc(C)ccc4nc3OC)no2)c1,-21.8
Cc1nc(N2CCc3ccccc32)[nH]c(=O)c1CCC(C)C,-5.9
Cc1ccc(C)c2[nH]c(=O)c(CCNC(=O)c3ccc(Br)o3)cc12,-4.8
CCOC(=O)c1oc2c(CN3CCN(C)CC3)c(O)ccc2c(=O)c1-c1ccccc1OC,3.2

Following part.
Molecule,Ecoli WT growth
CCOC(=O)NC(c1ccccc1)C1CCCCC1=O (stereo not given),3.0
O=c1c2c3c(sc2nc2sc(CN4CCOCC4)cn12)CCCC3,-18.3
Cc1ccc(-c2csc3nnc(SCC(=O)NCc4ccco4)n23)cc1,-1.8
Cc1nc2ccccc2n1CC(=O)NCCN1CCCC1,-0.6
N#Cc1c2n(c(=S)n(-c3ccccn3)c1=O)CCCCC2,20.7
Cc1cn(C(=O)CN2C(=O)c3ccccc3C2=O)c(C)n1,11.4
Cc1cc(-c2cccs2)c2c(n1)sc1c(=O)[nH]c(=O)[nH]c12,-18.7
COc1ccc(CNC(=O)Nc2ccc(C)cc2)cc1,3.0

The results go on:
Molecule,Ecoli WT growth
CCc1nc(-c2ccccc2O)n(-c2ccccc2)n1,-14.3
O=C(CS(=O)(=O)c1cn(Cc2ccc(Cl)cc2)c2ccccc12)N1CCCC1,-1.2
CC1(C)CC(=O)C=C(Nc2ccc(F)cc2)C1,9.6
O=C(O)c1ccc2c(c1)C(=O)N(c1ccc(Cl)cn1)C2=O,-5.4
CS(=O)(=O)N(CCc1ccccc1)CC(=O)NCC1CCCO1 (stereo not given),-19.0
CCC(C)c1ccc(O)c(NC(=O)c2cncc(Br)c2)c1 (stereo not given),-14.4
CCOc1ccc2nc(SCC(=O)Nc3ncccn3)[nH]c2c1,5.6
COc1ccc(C(=O)N2CCN(Cc3cc(OC)c(O)c(OC)c3)CC2)cc1OC,-21.8

The list goes on:
Molecule,Ecoli WT growth
Cc1cc(N2CCN(c3nc(N4CCOCC4)nc4ccccc34)CC2)c2ccccc2n1,-10.8
COC(=O)C1(C(F)(F)F)N=C2Sc3ccccc3N2C(N2CCOCC2)=N1 (stereo not given),-1.2
Cc1ccc(CCP(=O)(O)CN2CCOCC2)cn1,-2.6
CN(C)CCSc1nnc2sc3ccccc3n12,-3.3
Cc1nnc(SCc2cnc(-c3ccccc3)o2)[nH]c1=O,-8.0
O=C(Nc1nc(-c2ccc(S(=O)(=O)N3CCCC3)cc2)cs1)c1ccco1,2.0
CCOC(=O)C1C(=O)CC(C)(O)C(C(=O)OCC)C1c1cc(Br)ccc1OC (stereo not given),-25.3
COCC(=O)N(c1ccc(C(C)C)cc1)C1C=CS(=O)(=O)C1 (stereo not given),-1.8

The listing continues:
Molecule,Ecoli WT growth
COc1ccccc1N1C(=O)CC(N2CCc3ccccc32)C1=O (stereo not given),-19.0
COc1ccc(NC(=O)CN2CCC(C)CC2)cc1,-14.8
COc1ccc(C(=O)NCCc2nnc(SCc3nc4ccccc4c(=O)[nH]3)n2C)cc1,-7.6
CCOC(=O)CSc1nc2cc(C(=O)N3CCC(C(N)=O)CC3)ccc2c(=O)n1-c1ccccc1,-5.4
COc1ccc(S(=O)(=O)n2nc(OC(=O)c3ccc(C)cc3)cc2N)cc1,-2.9
Cc1nc2ccc(Br)cn2c1NC(C)(C)C,-5.1
CC(=O)N(C)C1(c2nnnn2CCOC(=O)Nc2cccc3ccccc23)CCCC1,5.1
Cc1nc(=O)c(-c2ccccc2)c(C)n1-c1ccccc1C(=O)O,-8.7

Carrying on.
Molecule,Ecoli WT growth
Cc1ccc(C2CC(c3cccc(Br)c3)Nc3nnnn32)cc1 (stereo not given),11.0
Cc1ccc2cccc(S(=O)(=O)NC3CCS(=O)(=O)C3)c2n1 (stereo not given),-23.8
CCN(CC)S(=O)(=O)c1cccc(C(=O)N2CC(O)CC2C(=O)O)c1 (stereo not given),-13.9
CC(=O)Nc1cccc(NC(=O)C2CC(=O)N(c3ccc(C)cc3)C2)c1 (stereo not given),-12.9
CN(C)S(=O)(=O)c1ccc(/C(O)=C2/C(=O)C(=O)N(CCN3CCCCC3)C2c2cccnc2)cc1 (stereo not given),11.3
COc1ccc(OC)c(NC(=O)C2C3C=CC(C3)C2C(=O)NCc2ccccn2)c1 (stereo not given),-22.0
Cn1c(CN2CCOCC2)nnc1SCC(=O)NCCc1ccccc1,4.4
COc1ccc(S(=O)(=O)N2CCCC(C(=O)O)C2)cc1Cl (stereo not given),-15.8

(list continues)
Molecule,Ecoli WT growth
CS(=O)(=O)Nc1ccccc1C(=O)NCc1ccco1,-15.2
CCOc1cc(-c2nc(-c3ccc(C)nc3OC)no2)cc(OCC)c1OCC,-9.0
CCCCCCNC(=O)Cc1c(O)c2ccccc2[nH]c1=O,-4.7
Cc1cc(C)n(-c2nc(NCC(C)O)c3c4c(sc3n2)CCCC4)n1 (stereo not given),-13.7
CCOC(=O)C1=C(C)NC(=O)NC1c1ccc(Cl)cc1Cl (stereo not given),-4.9
COCCN(CCOC)Cc1c(C)[nH]c2ccccc2c1=O,1.6
Cc1cc(Br)ccc1OCC(=O)N(Cc1nc(-c2ccccc2)no1)C(C)C,-23.9
CCOC(=O)CCC(NC(=O)c1ccc(NCN2C(=O)CCC2=O)cc1)C(=O)OCC (stereo not given),-12.9

Next results follow.
Molecule,Ecoli WT growth
O=C(COC(=O)c1cnccn1)Nc1ccc2c(c1)OCO2,7.4
CCCCCn1c(N2CCN(Cc3ccccc3)CC2)nc2c1c(=O)[nH]c(=O)n2C,4.6
Cc1cc(C)n(CC(O)CN2C(=O)NC(C)(C)C2=O)n1 (stereo not given),-14.8
Cc1ccc(NC(=O)c2cc(-c3ccc(C)o3)nc3ccccc23)nc1,-5.4
CCn1c(=O)cc(SCC(=O)NCC2CCCO2)c2ccccc21 (stereo not given),-4.1
COc1ccc(CCNc2nc(N3CCCCC3)nc(N3CCCCC3)n2)cc1OC,1.4
CCCc1nnc2n1N=C(c1ccc(OC)c(OC)c1)CS2,-2.8
COc1cc(OC)cc(OCC(O)Cn2cnc(-c3ccccc3)c2)c1 (stereo not given),-2.4

Next section:
Molecule,Ecoli WT growth
CCc1ccc(CC)c(S(=O)(=O)Nc2ccc(C(=O)O)c(O)c2)c1,-14.2
CCOC(=O)C1CCN(C(=O)c2ccc(Br)o2)CC1,-19.2
CCn1nnc(NC(=O)COc2cc(C)ccc2C(C)C)n1,-19.6
CN(C)S(=O)(=O)c1ccc2nc(NC(=O)c3cccnc3)sc2c1,-17.4
C=CCn1c(CCC(=O)O)ccc1-c1ccccc1,-1.3
CCn1c(SCC(=O)Nc2ccc(N3CCOCC3)c(Cl)c2)nnc1-c1ccc(N)cc1,-24.3
CCc1sc(NC(=O)CN2CCOCC2)nc1-c1ccccc1,-22.9
CC1(C)C2CCC1(CS(=O)(=O)N1CCCc3ccccc31)C(=O)C2 (stereo not given),-11.6

Carrying on.
Molecule,Ecoli WT growth
Cc1ccc(S(=O)(=O)c2nc(C(C)(C)C)oc2N2CCOCC2)cc1,-21.4
CCOc1cc2[nH]c(=O)n(CCC(=O)NCCc3ccc(OC)c(OC)c3)c(=O)c2cc1OCC,7.5
CCOC(=O)c1cnc(SCc2nc(N)nc(Nc3ccccc3)n2)nc1N,-21.0
CC(=O)c1cccc(NC(=O)C2CCCN(S(=O)(=O)c3ccccc3)C2)c1 (stereo not given),-17.8
CCCc1cc(C(N)=O)c(NC(C)=O)s1,-16.6
O=C(c1cccnc1)N1C2C=CC(C2)C1(C(F)(F)F)C(F)(F)F (stereo not given),-12.9
Cc1cc(C(=O)NCCCn2ccnc2)sc1-c1ccccc1,-18.6
